m5-HT2A agonist = activates the mouse 5-HT2A serotonin receptor; activation, % at 7.6 µM; AID 624169; 360,000 tested, 0.66% active; CHO-K1 mHTR2A beta-arrestin complementation, luminescence; percent of 30 µM serotonin response; P35363;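 active means activation above a run cutoff, the mean activation of all tested compounds plus 3 SD, cut at about 14% in these data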;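 further: 0% = plate median of compound wells and 100% = 30 µM serotonin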
Target sequence (P35363 whole entry, looked up): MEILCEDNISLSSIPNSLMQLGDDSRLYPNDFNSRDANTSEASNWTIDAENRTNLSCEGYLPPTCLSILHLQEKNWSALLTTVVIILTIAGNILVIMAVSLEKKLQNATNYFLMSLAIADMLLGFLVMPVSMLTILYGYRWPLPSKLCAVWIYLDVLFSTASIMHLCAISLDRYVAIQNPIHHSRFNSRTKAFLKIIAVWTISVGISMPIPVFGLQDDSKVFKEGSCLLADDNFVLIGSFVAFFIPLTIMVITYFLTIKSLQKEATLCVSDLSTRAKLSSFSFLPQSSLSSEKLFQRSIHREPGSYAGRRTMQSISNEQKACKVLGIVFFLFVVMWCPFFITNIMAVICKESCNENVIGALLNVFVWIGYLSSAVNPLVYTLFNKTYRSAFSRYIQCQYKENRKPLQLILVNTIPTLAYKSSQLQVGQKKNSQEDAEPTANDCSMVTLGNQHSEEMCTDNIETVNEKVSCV
hiPSC survival = enhancers of human iPSC single-cell survival | 360,000 tested, 0.044% active | hiPSC single-cell survival, ATPlite luminescence; 100% = ROCK inhibitor wells, 0% = DMSO | survival enhancement, % at 20 µM | AID 602274; in the data active means survival enhancement above about 18%;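 further: cells exposed to compounds for 16 hours before the ATP read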
ABHD5-PLIN5 inh = blocks binding of human ABHD5 to perilipin-5; Q00G26+Q8WTS1; Split G. princeps luciferase complementation, luminescence, 4 h; inhibition, % at 4 µM; 360,000 tested, 0.78% active;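 active means inhibition above the mean inhibition across every tested compound plus 3 SD, cut at about 22% in these data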;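 further: 0% = DMSO only wells and the 100% control is not disclosed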
Exocytosis inh = blocks lytic granule exocytosis | TALL-104 LAMP-1 surface exposure, flow cytometry; cells stimulated with thapsigargin and PMA | inhibition, % at 10 µM | 360,000 tested, 0.66% active | AID 651702;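 active means inhibition above about 55%, limit read from the data; inconclusive means no clear call, values can overlap the other calls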
MC4R barr agon = activates human MC4R beta-arrestin recruitment; P32245; U2OS MC4R beta-arrestin complementation, luminescence; percent of melanotan II response, DMSO zero; 360,000 tested, 0.98% active; AID 540308; activation, % at 8.9 µM;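 active means activation above a per-plate cutoff, the mean activation of sample wells on that plate plus 3 SD, cut at about 8% in these data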
Target sequence (P32245 whole entry, looked up): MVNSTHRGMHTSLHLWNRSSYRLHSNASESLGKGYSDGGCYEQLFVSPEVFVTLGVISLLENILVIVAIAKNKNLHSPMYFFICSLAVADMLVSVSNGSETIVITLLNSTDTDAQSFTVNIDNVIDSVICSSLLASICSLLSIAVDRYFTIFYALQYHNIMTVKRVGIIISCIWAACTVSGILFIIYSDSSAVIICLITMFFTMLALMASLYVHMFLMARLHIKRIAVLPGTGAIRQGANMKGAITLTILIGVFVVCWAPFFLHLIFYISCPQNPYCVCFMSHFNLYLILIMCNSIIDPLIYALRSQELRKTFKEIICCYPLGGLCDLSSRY
ABCB6 inh MLPCN = blocks the human ABCB6 transporter; Q9NP58; 360,000 tested, 0.19% active; fluorescence ratio to DMSO, % at 10 µM; K562-ABCB6 porphyrin accumulation, flow cytometry, 1 h; active compounds read low;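 active means fluorescence ratio to DMSO below 75%, the collection mean minus 3 SD; inconclusive means too few cells collected in the well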;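 further: signal is porphyrin accumulated inside mitochondria; 100% equals median channel fluorescence of DMSO control wells; lower ratio means ABCB6 inhibition with less porphyrin fluorescence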
MC4R antag cAMP = blocks human MC4R cAMP signaling | P32245 | MC4R-expressing cells, MTII-stimulated cAMP, LANCE TR-FRET | inhibition, % at 6.5 µM | 360,000 tested, 0.48% active;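 active means inhibition above its plate's cutoff, the mean of tested wells on that plate plus 3 SD, cut at about 29% in these data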;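 further: 0% = Melanotan II alone and 100% = Melanotan II plus saturating MCL0020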
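Material: human MC4R-expressing U2OS cells. Probe or stimulus: Melanotan II challenge. Dosing: 6.5 µM single dose. Times: 30-min compound, 1-h challenge, 1-h detection, room temperature. Technique: TR-FRET with Eu-cAMP and labeled anti-cAMP, 671 nm. Replication: singlicate.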
Glyco luc inh = N-linked glycosylation inhibition. D54 ERlucT glycosylation luciferase reporter, 24 h; percent of 100 nM tunicamycin response. reporter increase, % at 12.5 µM. 360,000 tested, 0.23% active. AID 588692;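 active means mean luciferase reporter signal, scaled so untreated is 0 and the glycosylation-blocking control 100, at or above a set limit in every replicate; inconclusive means mean reaches the limit but not every replicate does; inactive means mean below the limit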;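 further: luciferase carries N-glycosylation sites so blocking glycosylation raises the light; 0% = median of neutral control wells and 100% = median of 100 nM tunicamycin wells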
Cardio protect = modulators protecting cardiomyocytes from myocardial damage | H9c2 cardiomyocytes, H2O2 injury protection, ATPLite, 2 h | protection from H2O2 cell death, % at 20 µM | 360,000 tested, 0.63% active | AID 588492;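 active means compounds giving at least 50% protection of heart cells from peroxide-induced death in the single-dose screen, raw or plate-pattern-corrected value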;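 further: 0% = DMSO wells with peroxide and 100% = DMSO wells without peroxide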
aDG glyco up = increases alpha dystroglycan glycosylation; Pro5-aDG cells, alpha-DG glycosylation AlphaScreen (IIH6); 0% Pro5, 100% B10-LARGE cell signal; AID 624168; activation, % at 10 µM; 360,000 tested, 0.22% active;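 active means activation of at least 8% versus controls, or a plate z-score of at least 8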;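 further: Pro5 are CHO cells carrying HIG-tagged alpha-DG that lacks glycosylation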
The depositor's hits bear a star; ? = inconclusive; · = no result given; & = joins results of further samples; ! = repeats disagree.

Fields: m5-HT2A agonist	hiPSC survival	ABHD5-PLIN5 inh	Exocytosis inh	MC4R barr agon	ABCB6 inh MLPCN	MC4R antag cAMP	Glyco luc inh	Cardio protect	aDG glyco up
> COc1ccc(CCN2C(=O)NC(NS(=O)(=O)c3ccccc3)(C(F)(F)F)C2=O)cc1OC (stereo not drawn)
→ 6	-0.6	-2	-3	0.2	98	0	4	3	-0.1
> COc1ccc(N=C(C)c2sc3ccccc3c2O)cc1
→ -5	-0.6	-4	0	-1.1	99	-2	-4	-7	0.1
> c1ccc(CCC2=NCCn3cccc32)cc1
→ 1&11	-3.3&0.2	28*!	6&-2	-1.8&-0.1	102&104	-1&-1	-1&0	1&4	0.1&-0.1
> COC(=O)CNC(=O)c1ccccc1
→ -1	-1.4	-1	-2	-1.7	102	-2	1	2	0.0
> O=C1CCCN1CCCNS(=O)(=O)c1ccc(Br)cc1
→ 8	-0.4	-8	-6	1.0	99	13	2	6	0.5
> O=C(Nc1ccccc1C(=O)NCc1cccnc1)c1ccco1
→ 8	-0.5	-1	-2	-1.5	97	-1	0	1	-0.1
> Cc1ccc(N2C(=O)[C@@H]3[C@H](C2=O)C2c4ccccc4C=CN2[C@@H]3C(=O)c2ccco2)c(C)c1 (stereo partly drawn)
→ 1	-3.1	14	6	0.4	118	5	1	5	0.1
> Cc1cc(Cl)ccc1OCC(=O)NC(=S)Nc1ccccc1N1CCOCC1
→ 3	0.0	1	-2	2.5	95	5	3	-3	0.0
> FC(F)(F)c1cnc(Oc2ccccc2-c2nnco2)c(Cl)c1
→ 2	-3.7	-2	9	-3.0	91	-1	0	-8	0.0
> O=C(NCCCn1ccnc1)C(=O)NCC(c1cccnc1)N1CCN(c2ccc(F)cc2)CC1 (stereo not drawn)
→ 0	1.6	11	0	0.1	96	4	0	-4	0.0
> Cn1cc(C(=O)c2cccc(Cl)c2)cc1C#N
→ -1	-0.7	10	0	0.7	99	0	-1	-1	-0.4
> Cc1ccc(C2Nc3cccc4cccc(c34)N2)cc1
→ 6	0.4	-7	22	-0.9	109	-1	0	-9	-0.2
> NC(=O)CNC(=O)c1cccc(Cl)c1
→ 5	-0.4	1	-8	-0.4	97	9	-1	1	-0.1
> CC(C)CCNC(=O)C1CCCCN1S(=O)(=O)c1ccc(F)cc1 (stereo not drawn)
→ 0	2.0	-5	9	-0.2	87	13	-2	1	0.0
> O=C1OC(/C(=C\NCc2ccccc2)[N+](=O)[O-])c2ccccc21 (stereo not drawn)
→ -1	-0.8	3	-2	1.0	99	-2	0	1	0.0
> CC(O)(c1cccnc1)c1nc(/C=C/c2ccccc2)cs1 (stereo not drawn)
→ -1	-0.5	-1	23	-0.2	95	1	1	-8	0.6
> C#CCn1c(O)c(N=NC(=O)CNC(=O)/C=C/c2ccccc2)c2ccccc21
→ -4	1.0	-3	12	-1.7	97	2	0	-2	-0.1
> Cc1cccc(NC(=S)N(CCN(C)C)C(C)c2ccccn2)c1 (stereo not drawn)
→ 5	-2.0	-3	1	0.0	93	11	-2	15	0.1
> Cc1cc(C(=O)COC(=O)Cc2n[nH]c(=O)c3ccccc23)c(C)n1-c1ccc2c(c1)OCCO2
→ -8	-1.5	4	27	0.3	98	14	-8	33	0.5
> O=C(NC1CCCCC1)N1CCN(Cc2ccco2)CC1
→ 6	-0.9	0	0	-1.1	105	11	0	1	-0.2
> Cc1cc(C(=O)NN=C2CCCC2)c2ccccc2n1
→ -2	0.8	3	-5	-4.5	102	-10	2	2	-0.2
> CCOCCC(=O)Nc1ccc2c(c1)c(=O)n(C)n2-c1ccc2ccccc2c1
→ -9	0.3	3	1	-1.1	111	-22	16	5	0.0
> Cc1ccc(C2NC(=O)NC(O)(C(F)(F)F)C2C(=O)c2ccccc2)o1 (stereo not drawn)
→ -4	-0.1	5	-2	-2.5	96	7	2	2	-0.3
> Cc1cc(C(=O)Nc2ncc(C)s2)c2ccccc2n1
→ 2	-0.7	-4	5	-1.7	108	-7	3	-5	0.3
> COc1cc(/C=N/NC(=O)CCN2CCN(C)CC2)cc2c1OCO2
→ 7	0.1	2	-2	-3.4	100	3	2	4	0.3
> CCOC(=O)c1sc(NC(=O)c2sccc2C)cc1C
→ -2	-1.6	-1	-2	-1.6	96	5	-11	-10	0.2
> COc1ccccc1NC(=O)C(=O)N/N=C/c1ccc([N+](=O)[O-])s1
→ 1	-2.1	-4	0	-1.5	111	-7	4	0	3.4
> O=C(NCc1ccccc1)C(=O)NCC1OCCCN1S(=O)(=O)c1cccs1 (stereo not drawn)
→ -5	0.4	-8	0	-3.4	97	9	0	0	0.0
> CSCCC(NC(=O)c1ccc([N+](=O)[O-])cc1Cl)C(=O)OC1CCCCC1=O (stereo not drawn)
→ -2	-0.3	-7	8	0.1	96	31*	2	-7	-0.3
> Cc1cc(O)c(C(=O)/C=C/c2ccc(C(C)C)cc2)c(=O)o1
→ 11	-0.3	-4	-5	-0.1	100	-3	-7	-18	-0.3

Other structures follow.
Fields: m5-HT2A agonist	hiPSC survival	ABHD5-PLIN5 inh	Exocytosis inh	MC4R barr agon	ABCB6 inh MLPCN	MC4R antag cAMP	Glyco luc inh	Cardio protect	aDG glyco up
> CCOC(CNC(=O)CN1C(=O)COc2ccc(S(=O)(=O)N3CC(C)CC(C)C3)cc21)OCC (stereo not drawn)
→ 1	-0.2	3	0	-0.1	96	1	1	-14	-0.2
> CCN1CCN(c2ccc(S(=O)(=O)N3CCOCC3)cc2NC(=O)c2ccc(Cl)s2)CC1
→ -3	1.1	-2	-4	0.4	95	5	-2	-1	-0.1
> CC(C)OCCc1cccc[n+]1[O-]
→ -1	-0.9	4	5	·	96	·	2	6	-0.2
> CC(C)(C)n1nnnc1C(c1ccc2ncccc2c1)N1CCSCC1 (stereo not drawn)
→ 5	16	-6	10	-0.1	104	6	-1	1	0.1
> Cc1ccc(-c2nc(CSCC(=O)N3CCN(c4ccccn4)CC3)c(C)o2)cc1
→ -2	2.2	0	3	-1.6	93	-3	-1	-42	1.6
> O=C(NCc1cccs1)c1cc(-c2cccc(Cl)c2)on1
→ 0	-0.4	-1	4	1.0	102	3	-1	-6	0.2
> COc1ccc(S(=O)(=O)N2CCN(C(=O)NCc3ccccc3)CC2)cc1
→ -2	1.4	-6	3	-1.5	93	15	-2	-1	-0.3
> CCN(CC(=O)Nc1c(F)cccc1F)C(=O)C1CC(=O)N(c2ccccc2OC)C1 (stereo not drawn)
→ 0	-0.4	-3	-1	-3.0	98	1	1	0	-0.2
> Cc1ccccc1N(CC(=O)N1CCCC1)S(=O)(=O)c1ccc(Cl)cc1
→ -8	2.7	-7	-4	-3.7	94	-2	1	1	-0.3
> COCCCNC(=S)N(CCCO)Cc1cc2cc3c(cc2[nH]c1=O)OCO3
→ 4	0.2	2	1	-0.4	99	-1	3	9	0.0
> CCN(CC(=O)Nc1ccc2c(c1)OCCO2)S(=O)(=O)c1cccs1
→ -2	1.1	-5	-2	-1.1	96	-1	1	1	0.2
> COc1ccc(/C(N)=N/OC(=O)c2cc(-c3ccccc3)nc3ccccc23)cc1
→ -4	1.1	1	4	-2.0	96	7	2	-8	-0.7
> c1ccc2c(c1)[nH]c1c(N3CCCC3)ncnc12
→ 2	1.3	-5	-4	-1.8	95	1	7	-31	7.3
> O=C(O)c1ccccc1N1C(=O)C2C3c4ccccc4C(Br)(c4ccccc43)C2C1=O (stereo not drawn)
→ -1	-1.9	-6	2	-2.5	102	3	1	-4	0.0
> CCOc1ccccc1NS(=O)(=O)c1ccc(OC)c(OC)c1
→ 1	-3.0	0	-7	0.6	102	13	0	2	0.2
> CC(=O)C1C(c2cccc(F)c2)c2c(n[nH]c2C)CC1(C)O (stereo not drawn)
→ 0	-0.1	-6	4	1.9	99	-2	1	6	0.3
> CC(=O)Oc1ccc2cc(-c3nc4ccccc4n3C)c(=O)oc2c1
→ 3	-0.7	7	2	1.6	94	-14	0	3	-0.2
> Cc1ccc(-n2c(-c3cc(-c4ccco4)[nH]n3)n[nH]c2=S)c(Br)c1
→ 5	-0.5	-5	-4	-3.2	94	4	1	0	-0.1
> COc1ccccc1NC(=O)OC(C)c1ccc(Cl)cc1 (stereo not drawn)
→ -2	-0.5	1	-2	1.5	85	0	-1	-3	-0.1
> CC(NC(=O)OC(C)(C)C)C(=O)Oc1cc2oc(=O)cc(-c3ccccc3)c2cc1Cl (stereo not drawn)
→ 8	1.6	-4	1	-0.8	97	3	-4	-8	0.0
> O=C(Nc1cccc(-c2nc3ccccc3[nH]2)c1)c1ccccn1
→ -4	-0.5	4	20	1.7	108	6	-1	23	-0.1
> COc1cccc(C(=O)NC2CCSC2=O)c1 (stereo not drawn)
→ 2	0.3	5	0	0.8	94	2	2	3	-0.1
> COc1ccc(/C=N/Nc2ncnc3sc4c(c23)CCCC4)cc1OC
→ -3	-2.2	-2	0	0.2	96	12	-14	9	-0.1
> CC(C)CC1C(=O)N(Cc2cn(CCC3OCCO3)nn2)CCS(=O)(=O)N1Cc1ccc(-c2cccc(N(C)C)c2)cc1 (stereo not drawn)
→ 1	-0.9	1	3	-0.1	100	10	0	-7	-0.6
> CC(=O)NCCn1c(SCC#N)nc2ccccc2c1=O
→ 15*	2.3	5	0	-2.3	96	-1	3	8	-0.2
> COc1ccccc1CN1CCCC(N2CCN(c3ccccc3OC)CC2)C1 (stereo not drawn)
→ -6	-0.1	7	11	-0.7	89	0	0	8	0.0
> COc1cccc(C2CC(C(F)(F)F)n3ncc(C(=O)NC(C)(C)C)c3N2)c1 (stereo not drawn)
→ 9	-1.9	1	3	-0.9	95	4	2	-3	-0.1
> O=C(NCCCNc1ccc([N+](=O)[O-])cc1Cl)c1ccccc1F
→ -5	-0.4	1	2	-2.8	99	7	0	0	0.7
> O=C(O)CCCC(=O)Nc1ccc(Br)cc1
→ 3	1.1	1	0	-0.6	105	14	1	7	0.2
> Nc1nc(-c2ccco2)nn1C(=O)c1cccnc1
→ 4	0.5	2	-4	-1.9	97	2	1	6	1.0

Continued.
Fields: m5-HT2A agonist	hiPSC survival	ABHD5-PLIN5 inh	Exocytosis inh	MC4R barr agon	ABCB6 inh MLPCN	MC4R antag cAMP	Glyco luc inh	Cardio protect	aDG glyco up
> COc1ccc(C(=O)N/N=C\c2coc3ccc(Cl)cc3c2=O)cc1
→ -2	0.4	-2	?	-2.9	82	-5	-7	0	-0.1
> CCOCCCN(C)C1CCN(S(=O)(=O)c2csc(C(N)=O)c2)CC1
→ 2	-0.5	2	0	-0.6	99	2	3	-2	-0.1
> CCc1ccc(NC(=O)c2nc(S(=O)(=O)Cc3ccccc3)ncc2Cl)cc1
→ -4	0.0	77*	36	-6.5	66*	36*	-10	-16	-0.5
> S=C(NC1CCCCC1)NN1CCCCCC1
→ -3	-0.9	-2	10	-1.1	101	2	-1	1	0.7
> COc1ccc(CCNC(=O)C(=O)NCCOc2ccccc2Cl)cc1OC
→ -4	2.5	4	1	-2.1	99	1	2	-3	0.0
> O=C(O)c1ccc(NS(=O)(=O)/C=C/c2ccccc2)cc1
→ 11	3.8	1	0	-2.0	85	2	3	7	-0.1

Screens from PubChem BioAssay.
